Bioassay records as filed in PubChem.
POLH inh = DNA polymerase eta (human) inhibition; Q9Y253; recombinant Pol eta, fluorescent DNA replication assay; Potency, µM (top dose mostly 114 µM), without a hit: at the highest dose activity change, negative = inhibition, most hits filed as inhibitors; 1.2% of 390,000 active; AID 588591; note: % is set by controls: 0 for no effect and ±100 for the full control effect
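Pol eta at 10 nM preincubated with compounds 15 min at room temperature; reaction started with fluorescent substrate (50 nM final) and read kinetically at 0 and 10 min.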
BLM inh = Bloom syndrome helicase (human) inhibition. recombinant BLM DNA unwinding, fluorescence dequenching. Potency, µM (titrated, usually from 56.1 µM), for inactives: at the top dose activity change, negative = inhibition, actives largely listed as inhibitors. 0.2% of 350,000 active. AID 2528;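 note: plate controls were vehicle for no effect and no enzyme for full effect; nearly all actives have a fitted effect of over 35% in size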
BAZ2B inh = inhibitors of human BAZ2B bromodomain; Potency, µM (top dose mostly 114 µM), without a hit: top-dose activity change, negative = inhibition, usual class: inhibitors; AlphaScreen BAZ2B-H3K14Ac peptide displacement; 4.4% of 360,000 active; Q9UIF8; note: % is set by controls: 0 for no effect and ±100 for the full control effect; nearly all actives have a fitted effect of over 60% in size
Target sequence (Q9UIF8 whole entry, looked up): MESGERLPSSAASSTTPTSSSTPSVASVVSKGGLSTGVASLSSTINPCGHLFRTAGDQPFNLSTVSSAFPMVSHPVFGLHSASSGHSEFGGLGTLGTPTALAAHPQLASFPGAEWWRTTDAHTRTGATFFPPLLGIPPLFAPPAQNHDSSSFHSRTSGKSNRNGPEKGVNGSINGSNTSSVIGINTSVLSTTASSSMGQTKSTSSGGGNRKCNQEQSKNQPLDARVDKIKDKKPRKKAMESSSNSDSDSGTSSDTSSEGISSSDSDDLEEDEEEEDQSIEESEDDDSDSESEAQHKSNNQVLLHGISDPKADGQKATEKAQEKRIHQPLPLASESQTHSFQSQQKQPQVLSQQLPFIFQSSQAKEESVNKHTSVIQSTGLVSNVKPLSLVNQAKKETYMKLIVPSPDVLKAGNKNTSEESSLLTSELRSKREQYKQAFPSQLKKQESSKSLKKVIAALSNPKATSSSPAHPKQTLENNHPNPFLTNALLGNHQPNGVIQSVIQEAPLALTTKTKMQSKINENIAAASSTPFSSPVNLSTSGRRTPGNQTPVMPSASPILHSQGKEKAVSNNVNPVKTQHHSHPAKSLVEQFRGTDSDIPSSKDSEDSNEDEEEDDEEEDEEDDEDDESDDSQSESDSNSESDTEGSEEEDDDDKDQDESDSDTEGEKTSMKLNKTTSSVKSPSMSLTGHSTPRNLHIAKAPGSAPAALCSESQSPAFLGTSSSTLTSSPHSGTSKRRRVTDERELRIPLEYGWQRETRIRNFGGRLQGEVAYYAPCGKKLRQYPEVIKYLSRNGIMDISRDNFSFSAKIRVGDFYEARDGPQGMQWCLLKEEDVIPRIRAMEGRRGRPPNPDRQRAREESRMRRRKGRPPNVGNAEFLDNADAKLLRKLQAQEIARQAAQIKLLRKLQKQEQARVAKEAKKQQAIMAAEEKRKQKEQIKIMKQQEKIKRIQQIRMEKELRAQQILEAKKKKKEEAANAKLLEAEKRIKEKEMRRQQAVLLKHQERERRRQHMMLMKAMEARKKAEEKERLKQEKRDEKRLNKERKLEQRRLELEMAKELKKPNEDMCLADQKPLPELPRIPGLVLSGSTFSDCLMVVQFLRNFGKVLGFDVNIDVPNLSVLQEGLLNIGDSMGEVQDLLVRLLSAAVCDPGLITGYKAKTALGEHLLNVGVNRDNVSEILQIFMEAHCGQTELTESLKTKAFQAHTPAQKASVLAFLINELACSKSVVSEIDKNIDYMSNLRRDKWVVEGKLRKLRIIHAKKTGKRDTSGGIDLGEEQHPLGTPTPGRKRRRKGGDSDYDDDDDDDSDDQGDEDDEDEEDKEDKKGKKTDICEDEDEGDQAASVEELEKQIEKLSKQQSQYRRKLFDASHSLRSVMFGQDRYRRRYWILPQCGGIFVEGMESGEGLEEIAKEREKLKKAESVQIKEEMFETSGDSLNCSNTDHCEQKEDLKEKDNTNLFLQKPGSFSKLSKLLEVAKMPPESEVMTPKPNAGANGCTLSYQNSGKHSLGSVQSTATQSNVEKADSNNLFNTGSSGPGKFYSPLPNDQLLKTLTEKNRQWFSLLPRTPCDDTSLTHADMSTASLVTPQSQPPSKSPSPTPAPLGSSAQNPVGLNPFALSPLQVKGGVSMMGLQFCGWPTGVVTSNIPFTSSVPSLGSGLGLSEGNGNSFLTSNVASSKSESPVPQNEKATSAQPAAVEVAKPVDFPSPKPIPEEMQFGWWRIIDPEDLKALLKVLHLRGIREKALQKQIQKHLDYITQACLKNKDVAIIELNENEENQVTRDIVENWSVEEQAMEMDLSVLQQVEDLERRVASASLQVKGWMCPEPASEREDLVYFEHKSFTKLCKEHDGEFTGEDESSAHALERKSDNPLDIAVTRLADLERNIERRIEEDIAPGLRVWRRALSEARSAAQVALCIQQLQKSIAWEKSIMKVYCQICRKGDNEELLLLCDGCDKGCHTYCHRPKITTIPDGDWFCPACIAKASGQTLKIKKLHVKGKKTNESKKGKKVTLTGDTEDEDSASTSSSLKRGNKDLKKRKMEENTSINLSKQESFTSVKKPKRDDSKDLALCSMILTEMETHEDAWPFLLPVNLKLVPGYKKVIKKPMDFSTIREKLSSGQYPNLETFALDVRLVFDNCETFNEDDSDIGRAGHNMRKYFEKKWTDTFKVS
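Compounds, titrated to a top concentration of 110 uM, were incubated 30 min at room temperature with preformed BAZ2B/acetyl-K14 H3 peptide complex (50 nM each). Proximity signal was measured by AlphaScreen after 20 min with beads.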
Pol beta inh = inhibitors of human DNA polymerase beta | Potency, µM (highest dose often 114 µM), without a hit: top-dose activity change, negative = inhibition, usual class: inhibitors | P06746 | 1.3% of 340,000 active | AID 485314 | Pol beta primer extension/strand displacement, fluorescence kinetic; note: % is set by controls: 0 for no effect and ±100 for the full control effect
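Preincubation: enzyme (10 nM) with compound, 15 min, RT. Reaction: substrate added to 50 nM final. Reads: 0 and 10 min. Analysis: normalized, Hill fit.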
APE1 inh = inhibitors of human APE1 endonuclease; AID 2517; Potency, µM (highest dose often 65.8 µM), inactives show at the highest dose activity change, negative = inhibition, usual class: inhibitors; 0.35% of 350,000 active; recombinant APE1, TAMRA/BHQ-2 abasic DNA cleavage fluorescence;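 note: plate controls were vehicle for no effect and reference inhibitor for full effect; nearly all actives have a fitted effect of over 55% in size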
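Activity was derived from the fluorescence gain between first and third kinetic reads (60 s intervals, ex 525/em 598 nm) after 50 nM THF-abasic TAMRA/BHQ-2 duplex was added to 0.75 nM APE1 preincubated 15 min with compound.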
Anesthetic bind = candidate novel general anesthetic via apoferritin binding; apoferritin/1-aminoanthracene competitive binding, fluorescence; 0.074% of 350,000 active; P02791; AID 485281; Potency, µM (doses to about 77.5 µM), inactives show top-dose activity change, negative = displacement, usual class: inhibitors; note: % is set by controls: 0 for no effect and ±100 for the full control effect; nearly all actives have a fitted effect of over 20% in size
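Apoferritin-based anesthetic binding model; compound displacement of fluorescent 1-AMA measured as endpoint fluorescence after 10 minutes at room temperature, scaled to free-ligand and complex controls.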
POLK inh = DNA polymerase kappa (human) inhibition; purified Pol kappa, fluorescent DNA synthesis assay, 10 min; 0.53% of 400,000 active; Potency, µM (doses to about 107 µM), for inactives: top-dose activity, negative = inhibition, usual class: inhibitors; note: % is set by controls: 0 for no effect and ±100 for the full control effect
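Pol kappa 10 nM + cpd, 15 min RT; start w/ substrate 50 nM final; fluorescence kinetic read, 0 and 10 min. Neg ctrl: buffer, no enzyme.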
Pol iota inh = inhibitors of human DNA polymerase iota; Pol iota fluorescent replication assay, 10 min; Potency, µM (doses to about 115 µM), for the others: top-dose activity, negative = inhibition, usual class: inhibitors; Q9UNA4; 1% of 390,000 active
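Fluorescent replication assay read twice, at 0 min and 10 min after adding 50 nM (final) substrate. Enzyme (10 nM) and compounds were first incubated 15 min at room temperature; enzyme-free buffer wells were negative controls.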
G9a block = inhibitors of human histone lysine methyltransferase G9a; Potency, µM (top dose mostly 102 µM), inactives show at the top dose activity, negative = inhibition, usual class: inhibitors; 8.8% of 350,000 active; G9a H3K9 monomethylation, AlphaScreen, 2 h; note: % is set by controls: 0 for no effect and ±100 for the full control effect; nearly all actives have a fitted effect of over 75% in size
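Using a bead-based AlphaScreen, monomethylated H3K9 product from 2 h room-temperature reactions (G9a 20 nM, peptide 500 nM, SAM 20 uM) was detected with 0.5 ug/mL rabbit anti-H3K9me1 antibody.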
* = called active by the depositor; ? = inconclusive; . = not tested or not shown; [ ] = remark or other dose. Calls come from the whole dose curve; as a rule, active = well fitted curve in the direction sought with a large enough effect; inconclusive = small, poorly fitted or top-dose-only effect, or another doubt; inactive = no such curve, though single readings can be large; an effect the other way counts as inactive or inconclusive. Potency is the fitted concentration of half-maximal effect. These rows are one share of the data; rates above refer to the full screens.

SMILES	POLH inh	BLM inh	BAZ2B inh	Pol beta inh	APE1 inh	Anesthetic bind	POLK inh	Pol iota inh	G9a block
O=C(Oc1c(CN2CCOCC2)cc(Cl)c2cccnc12)c1cccs1	-17%	-11%	.	0%	-5%	-11%	-6%	194%[activator]	26%
Cc1cc(C)n(-c2nc(NCCCN(C)C)c3c4c(sc3n2)COC(C)(C)C4)n1	-7%	2%	3%	4%	5%	4%	-10%	118%[activator]	-13%[12.7 µM]
Cc1ccc(NC(=O)Cn2c(=O)n(Cc3ccco3)c(=O)c3oc4ccccc4c32)cc1C	-13%	-2%	-15%	-14%	.	0%	-3%	14%	2%[59 µM]
COc1cn(CC(=O)Nc2c(C)cc(C)cc2C)c(CN2CCCCC2)cc1=O	-18%	3%	-1%	13%	.	-9%	-10%[60.1 µM]	36%[activator]	5%[59 µM]
NC(=NCc1ccccc1)c1cccc([N+](=O)[O-])c1	-17%	-1%	-14%	-1%	36%	-3%	-20%	?	8%
O=S(=O)(c1ccc(C2=CSC3=NCCN23)cc1)N1CCOCC1	-5%	-9%	-4%	68%	0%	?	-5%	4%	?
CC(C)(C)NC(=O)C(c1ccc(-c2ccccc2)cc1)N(C[C@H]1CC[C@@H]([C@@H]2CC[C@H](CO)O2)O1)C(=O)c1ccc(C(C)(C)C)cc1 (stereo partly drawn)	-11%	.	.	.	-31%	.	-21%	-13%	.
COCCN(C(=O)c1ccc2ccccc2c1)c1c(N)n(Cc2ccccc2)c(=O)[nH]c1=O	-14%	2%	-20%	0%	0%	-7%	-1%	34%[activator]	-4%[59 µM]
CCCCn1c(N)c(N(Cc2ccccc2)C(=O)COc2ccccc2F)c(=O)[nH]c1=O	4%	.	12%	.	11%	.	-2%	12%	?
CCOC(=O)c1ccc(Cl)c(NC(=O)c2cccnc2)c1	.	-3%	-2%	12%	1%	-1%	.	.	.
O=C(NCc1ccc2c(c1)OCO2)C1CCN(S(=O)(=O)c2cccc3nsnc23)CC1	3%	-3%	7%	15%	4%	-2%	-6%	31%[activator]	-32%
O=C1OCC(CO)(CO)N=C1NNc1ccccc1Cl	-9%	-4%	-5%	2%	9%	-12%	-2%	-8%	5.6µM*

Complete entries, quoted from the list.
Entry for CC(C)(C)NC(=O)C(c1ccc(-c2ccccc2)cc1)N(C[C@H]1CC[C@@H]([C@@H]2CC[C@H](CO)O2)O1)C(=O)c1ccc(C(C)(C)C)cc1 (stereo partly drawn) = POLH inh = -11%; BLM inh = .; BAZ2B inh = .; Pol beta inh = .; APE1 inh = -31%; Anesthetic bind = .; POLK inh = -21%; Pol iota inh = -13%; G9a block = .
Entry for Cc1cc(C)n(-c2nc(NCCCN(C)C)c3c4c(sc3n2)COC(C)(C)C4)n1 = POLH inh = -7%; BLM inh = 2%; BAZ2B inh = 3%; Pol beta inh = 4%; APE1 inh = 5%; Anesthetic bind = 4%; POLK inh = -10%; Pol iota inh = 118%[activator]; G9a block = -13%[12.7 µM]

Next results:
SMILES	POLH inh	BLM inh	BAZ2B inh	Pol beta inh	APE1 inh	Anesthetic bind	POLK inh	Pol iota inh	G9a block
COc1ccc(NC(=O)Nc2ccc3c(c2)CC(=O)N([C@H](C)CO)C[C@H](C)[C@H](CN(C)Cc2ccc(C(=O)O)cc2)O3)cc1	2%	.	.	.	17%	.	2%	-2%	.
N#Cc1ccc(Oc2nc(C#N)cc(-c3ccccc3)n2)cc1	-13%	-9%	3%	-12%	16%	-12%	-3%	21%	-6%
COC(=O)c1ccc(NC(=S)Nc2ccc3ccccc3c2)cc1	-15%	0%	7%	1%	0%	3%	7%	?	-10%[59 µM]
CN(C)c1ccc(C(=S)N2CCCCC2)cc1Br	-3%	-6%	-37%	2%	0%	?	-2%	17%	-38%
COC(=O)CN(CCc1ccccc1)S(=O)(=O)c1ccc(OC)c(OC)c1	-2%	-1%	-3%	10%	2%	-10%	-6%	-7%	-2%
O=C(NC1CCS(=O)(=O)C1)c1ccccc1C(=O)c1ccccc1 (stereo not drawn)	-4%	1%	-5%	1%	0%	-8%	-6%	11%	-31%
Cc1cccnc1NC(=O)c1ccc2c(c1)OCO2	-15%	.	-8%	.	19%	.	2%	28%	-3%
Cc1cc(NC(=O)Nc2ccccc2)n(C(C)(C)C)n1	-4%	-9%	22%	4%	74%	3%	-11%[60.1 µM]	-6%	5%
COc1ccc(CCNC(=O)CCn2c(=O)c3ccccc3n(Cc3cc(C)ccc3C)c2=O)cc1OC	1%	-4%	-2%	?	.	-8%	-11%	7%	1%[59 µM]
COCCn1c(SCC(=O)N2CC(C)OC(C)C2)nc2c([nH]c3ccccc32)c1=O (stereo not drawn)	7%	-3%	16%	-2%	-9%	-1%	-2%	15%	.
COc1ccc(C(=O)OCC(=O)NC(=O)Nc2ccccc2F)c(OC)c1	2%	.	.	.	29%	.	0%	-7%	.
COc1ccc(OC)c(CNC(=O)C2CCN(S(=O)(=O)c3cn(C)cn3)CC2)c1	20%	0%	-37%	9%	.	-4%	-9%[60.1 µM]	?	-15%[12.7 µM]
COc1ccccc1C(=O)NCCC(=O)NCc1cccs1	-2%	.	-7%	.	-1%	.	-11%	-7%	-1%
NC(=O)COC(=O)c1cccc(S(=O)(=O)N2CCN(c3ccc(F)cc3)CC2)c1	-3%	-2%	-19%	7%	-8%	-6%	-1%	42%[activator]	-21%
Cc1sc2nc(N)sc2c1C	-2%	0%	?	-8%	9%	?	-2%	-14%	?
COc1ccc(CC(=O)NCCc2csc(-c3cccc(C)c3)n2)cc1	-5%	0%	8%	0%	.	-6%	-5%[60.1 µM]	11%	8%[59 µM]
Cc1[nH]c(=O)[nH]c(=O)c1S(=O)(=O)Nc1ccc(F)cc1F	-21%	2%	10%	2%	-2%	33%[activator]	-2%	18%	45%[activator]
Cc1ccccc1S(=O)(=O)NCc1cccnc1	-10%	-13%	1%	54%	-2%	-3%	7%	17%	13%
CC(NC(=O)C(C)N1CCN(S(=O)(=O)c2ccccc2)CC1)c1ccccc1 (stereo not drawn)	-17%	.	6%	.	3%	.	-18%	7%	-1%[2.33 µM]
COc1ccc(CNC(=O)c2n[nH]c3ccccc23)cc1OC	-23%	-1%	-3%	33%	-4%	0%	2%	48%[activator]	10%
Cc1[nH]cnc1CSCc1ccc(Cl)cc1	-13%	-8%	?	22%	5%	-4%	-6%	24%	25µM*
Cc1ccc(C(=O)OCc2cc(=O)n3ccsc3n2)s1	-16%	.	.	.	16%	.	-8%	31%[activator]	.
CC/C=C(/NC(C)=O)c1ccccc1	-7%	.	-5%	.	25%	.	7%	26%	-3%[0.501 µM]
Cc1cccc(C(=O)Nc2ccc(C(=O)OCc3cc(=O)n4c5c(sc4n3)CCCC5)cc2)c1	-1%	-5%	-11%	-12%	.	47%[activator]	-1%[60.1 µM]	13%	16%[59 µM]
CC(=O)c1ccc(Oc2cc(-c3ccccc3)nc(-c3ccccc3)n2)cc1	-1%	3%	7%	10%	-2%	-5%	-4%	34%[activator]	32%[59 µM]
CCc1cccc(NC(=O)c2c(N3CCCC3=O)c3cc(C)ccc3n2C)c1	-13%	-7%	?	3%	.	82%[activator]	-9%	-5%	-33%[59 µM]
Cc1ccc2c(c1)C(c1ccncc1)=NNC(c1cccnc1)=N2	-21%	4%	-13%	34%	18%	-2%	-2%	92%[activator]	.
N#C/C(=C\C=C\c1ccccc1)C(=O)NCc1ccco1	-21%	-4%	?	-13%	-1%	-16%	-16%	103%[activator]	-38%
O=C(NCCc1ccccc1)C1CCCN1C(=O)Nc1cccc(Cl)c1 (stereo not drawn)	?	3%	0%	11%	-16%	-1%	-9%	11%	2%
Cc1ccc(C(=O)c2cc([N+](=O)[O-])ccc2N2CCN(C)CC2)cc1	-23%	-2%	-24%[57.1 µM]	-3%	-1%	?	-9%	6%	?
O=C(NCC(=O)N1CCCCCCC1)c1ccco1	-20%	.	-3%	.	16%	.	-23%	11%	14%[12.7 µM]
O=C(CN(Cc1ccco1)C(=O)c1cc(=O)[nH]c2ccccc12)Nc1ccccc1C(F)(F)F	1%	-3%	-6%	22%	6%	-11%	-15%	11%	-42%[59 µM]
CCC(C)(C)NC(=O)CN(C(=O)C(=O)Nc1ccc2c(c1)OCCO2)N1CCOCC1	-9%	-2%	-9%	57%	2%	2%	-6%	2%	10%
O=C(c1ccc(F)cc1)C1CCN(C(=S)Nc2ccccc2Cl)CC1	-13%	-10%	-17%	24%	-5%	-13%	-2%	-4%	-36%
Cc1ccc(C(C)C)c(OCc2nn(CC(=O)c3ccc(OC(F)F)cc3)c3[n+]2CCCCC3)c1	-16%	-27%	-28%	-5%	5%	?	0%	84%[activator]	?
CCC1=Nc2cc(C(=O)NCCCN3CCOCC3)ccc2Sc2ccccc21	?	0%	-31%	12%	20%	-13%	-22%	17%	?

Just Pol beta inh and Pol iota inh, for two of the compounds above:
| SMILES | Pol beta inh | Pol iota inh |
| --- | --- | --- |
| CCc1cccc(NC(=O)c2c(N3CCCC3=O)c3cc(C)ccc3n2C)c1 | 3% | -5% |
| Cc1ccc2c(c1)C(c1ccncc1)=NNC(c1cccnc1)=N2 | 34% | 92%[activator] |

(listing goes on)
SMILES	POLH inh	BLM inh	BAZ2B inh	Pol beta inh	APE1 inh	Anesthetic bind	POLK inh	Pol iota inh	G9a block
O=C(c1ccncc1)N1CCC2(CC1)CN(c1ncccn1)C2	.	1%	.	.	19%	.	0%[60.1 µM]	.	2%[12.7 µM]
CN(Cc1cn(C)nc1-c1ccc(Oc2ccccc2)cc1)CC1COCCO1 (stereo not drawn)	?	-8%	4%	0%	1%	-12%	-21%	24%	.
CC(C)CC1NC(=O)N(CC(=O)N(C)C2CCCCC2)C1=O (stereo not drawn)	?	.	.	.	12%	.	-11%	18%	.
CS(=O)(=O)N(CC(=O)NCCSCc1c(F)cccc1Cl)c1cccc([N+](=O)[O-])c1	-4%	-5%	-12%	11%	2%	?	-12%	112%[activator]	-47%
COCC(=O)N1CCC(Oc2ccc(C(=O)N(C)Cc3nccs3)cc2)CC1	-9%	3%	-3%	26%	15%	-11%	-3%	27%	-9%
O=C(CCC(=O)NC1CCCCC1)NCc1ccc(F)cc1	-13%	0%	6%	59%	1%	6%	0%	4%	.
COCCN1C(=O)C(O)=C(C(C)=O)C1c1ccc(OC)c(OC)c1 (stereo not drawn)	?	-1%	?	4%	23%	-6%	-11%	?	45µM*
O=C(NCC1OCCc2ccccc21)C1COc2ccccc2O1 (stereo not drawn)	-15%	-8%	4%	-14%	-8%	-9%	1%	89%[activator]	21%
